Assay outcomes: PubChem BioAssay, several laboratories
NPR2 activator – human GC-B receptor activators, primary screen, HEK293 GC-B cells, cGMP TR-FRET, EC30 CNP | Atrial natriuretic peptide receptor 2 (Homo sapiens), P20594 | 0% at EC30 CNP, 100% saturating CNP | activation, % at 10 µM | 370,000 tested, 0.11% active | AID 1920062, 2024;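 active = activation at 10 µM reaching about 35% in either raw or pattern-adjusted values, limit read from the data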
GC-A act – GC-A stimulated cGMP production enhancers – HEK293 GC-A cells, cGMP TR-FRET, EC30 ANP, primary screen | 370,000 tested, 0.14% active | AID 1671463, 2021 | Atrial natriuretic peptide receptor 1 (Homo sapiens), P16066 | 0% at EC30 ANP, 100% saturating ANP | activation, % at 10 µM; in the data active = activation above about 40%
HTRA1 inhibitor – HTRA1 serine protease inhibitors, primary screen, biochemical, fluorescence polarization, HTS. Q92743. recombinant HTRA1, FP-rhodamine activity-based probe. inhibition, % at 5.96 µM. 340,000 tested, 0.5% active. AID 504803, 2011; in the data active = inhibition above about 36%;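 note: 0% = enzyme with DMSO and 100% = wells lacking enzyme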
PRMT1 inh – PRMT1 methyltransferase inhibitors, primary screen, biochemical, fluorescence polarization | Protein arginine N-methyltransferase 1 (Homo sapiens), Q99873 | recombinant PRMT1, activity-based probe fluorescence polarization | inhibition, % at 2.79 µM | 370,000 tested, 1.3% active | AID 652257, 2013;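 active = inhibition above about 21% made by adding two undisclosed values, limit read from the data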
Target sequence (Q99873 whole entry, looked up): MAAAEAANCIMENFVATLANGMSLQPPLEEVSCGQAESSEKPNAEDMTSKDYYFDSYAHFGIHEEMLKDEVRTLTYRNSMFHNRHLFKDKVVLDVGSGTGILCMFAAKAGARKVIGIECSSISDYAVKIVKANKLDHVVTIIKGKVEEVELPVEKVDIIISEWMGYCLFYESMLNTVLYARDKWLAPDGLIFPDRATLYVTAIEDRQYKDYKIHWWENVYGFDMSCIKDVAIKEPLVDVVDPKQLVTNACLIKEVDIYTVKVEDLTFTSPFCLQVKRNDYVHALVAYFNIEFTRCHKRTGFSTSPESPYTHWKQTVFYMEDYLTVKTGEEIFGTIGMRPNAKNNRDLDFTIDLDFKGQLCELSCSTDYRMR
UHRF1 binding – UHRF1 methylated DNA binding inhibitors, primary screen, counter-screen for MBD2 inhibitor project, biochemical, TR-FRET, human UHRF1, single concentration; E3 ubiquitin-protein ligase UHRF1 (Homo sapiens), Q96T88; UHRF1 binding to methylated oligo; inhibition, % at 4.4 µM; 370,000 tested, 0.75% active; AID 687016, 2013; in the data active = inhibition above about 21%;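 note: UHRF1 SRA domain binding a hemimethylated CpG hairpin DNA probe; 0% = median of test compound wells and 100% = reference inhibitor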
rCAG binder – binders of r(CAG) RNA repeats, primary screen, biochemical, fluorescence; r(CAG) RNA repeat, TO-PRO-1 dye displacement fluorescence; inhibition, % at 3 µM; 370,000 tested, 1.3% active;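 active = inhibition above the plate cutoff, the mean of all test compounds on that plate plus 3 SD, cut at about 35% in these data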;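 note: 0% = DMSO alone and 100% = 100 µM mitoxantrone as full dye displacement; higher means more dye released from RNA so lower well fluorescence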
SIAE primary – human SIAE inhibitors, primary screen, biochemical, fluorescence polarization, FP-Rh probe, 1536-well HTS | Sialate O-acetylesterase (Homo sapiens), Q9HAT2 | SIAE FP-Rh probe binding | inhibition, % at 9.66 µM | 370,000 tested, 0.69% active | AID 1053197, 2014;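 active = inhibition above a cutoff: mean of compounds within the control limits plus 3 SD of those, cut at about 17% in these data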;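 note: 0% = plate median of compound wells and 100% = probe without SIAE protein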
Target sequence (Q9HAT2 whole entry, looked up): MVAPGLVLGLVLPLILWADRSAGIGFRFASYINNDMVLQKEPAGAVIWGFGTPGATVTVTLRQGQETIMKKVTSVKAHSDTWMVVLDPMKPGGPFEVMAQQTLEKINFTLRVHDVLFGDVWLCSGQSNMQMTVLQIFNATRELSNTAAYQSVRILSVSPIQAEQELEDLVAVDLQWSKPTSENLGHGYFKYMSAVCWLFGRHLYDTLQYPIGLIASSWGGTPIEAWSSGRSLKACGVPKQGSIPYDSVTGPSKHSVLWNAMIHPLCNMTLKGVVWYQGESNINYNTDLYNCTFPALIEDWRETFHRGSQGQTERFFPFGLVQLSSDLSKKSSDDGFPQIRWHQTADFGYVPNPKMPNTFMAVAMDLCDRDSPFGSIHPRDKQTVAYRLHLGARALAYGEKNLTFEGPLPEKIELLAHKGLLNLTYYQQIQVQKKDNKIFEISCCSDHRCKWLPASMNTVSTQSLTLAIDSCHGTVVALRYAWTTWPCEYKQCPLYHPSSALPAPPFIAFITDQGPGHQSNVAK
ABHD4 inh – ABHD4 inhibitors, primary screen, biochemical, fluorescence polarization, mouse; (Lyso)-N-acylphosphatidylethanolamine lipase (Mus musculus), Q8VD66; purified mABHD4, FP-Rh probe fluorescence polarization; inhibition, % at 8.92 µM; 370,000 tested, 0.54% active; AID 720543, 2013;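 active = inhibition exceeding the mean over every tested compound plus 3 SD, cut at about 30% in these data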;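 note: 0% = plate median of compound wells and 100% = S159A mutant with DMSO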
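Material: mouse ABHD4 enzyme, wild type; Benchmarks: S159A mutant high control, sample median low control; Buffer or medium: HEPES pH 7.0, NaCl, Pluronic buffer; Signal: fluorescence polarization; Read-out: percent inhibition of probe binding, normalized to plate controls; Timing: pre-incubation 45 min, probe exposure 60 min, at 25 °C; Dosing: 8.92 µM, single dose.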
MBD2 inh – inhibitors of MBD2 binding to methylated DNA, primary screen, biochemical, TR-FRET, DNA-binding domain, human | MBD2 binding to methylated oligonucleotide | inhibition, % at 4.4 µM | 370,000 tested, 0.31% active | AID 686964, 2013; in the data active = inhibition above about 13%
TCR CD3 inh – inhibitors of human TCR-CD3 interaction, primary screen, biochemical, fluorescence, TAMRA-labeled TCR probe | T-cell receptor (TCR) | inhibition, % at 9.4 µM | 360,000 tested, 0.37% active; in the data active = inhibition above about 19%;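 note: recombinant mutant TCR 2C K166C tagged with TAMRA read by polarization; 0% = receptor in buffer alone and 100% = receptor with positive control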
* hit, by the source's call; nt = not tested or not shown. These rows are one share of the data. The share of hits here may be higher or lower than overall.

item	molecule	NPR2 activator	GC-A act	HTRA1 inhibitor	PRMT1 inh	UHRF1 binding	rCAG binder	SIAE primary	ABHD4 inh	MBD2 inh	TCR CD3 inh
1	Nc1sc2c(c1C(=O)NC1CC1)CCCC2	3	0	47*	16	-1	8	8	13	-4	8
2	COc1ccc(CCNS(=O)(=O)c2cc(C(=O)O)c(Cl)cc2Cl)cc1	9	2	-7	6	4	-1	0	-2	4	1
3	CCCS(=O)(=O)c1c(S(=O)(=O)CCC)c2cc(-c3ccncc3)ccn2c1C(=O)OC	2	2	0	0	-1	6	-11	12	2	5
4	C=CC[C@@H](CC(=O)N(CCO)Cc1ccccc1)C(=O)N[C@H](COC(=O)[C@@H](CC=C)CC(=O)OC(C)(C)C)Cc1ccccc1	-8	-9	-23	-3	1	2	0	-22	-5	0
5	CCn1ncc(CNC(=O)CCCSc2nc(-c3ccco3)cc(C(F)(F)F)n2)c1C	-5	-1	-5	0	2	2	7	-2	-8	2
6	COc1cccc(Nc2nc3ccccc3n3nnnc23)c1	-2	-4	-5	2	-2	10	14	9	6	-7
7	CN(C)c1ccc(-c2cc(O)c3ncccc3c2)cc1	3	4	24	-5	-3	9	14	8	-6	5
8	Cn1nnc2cc(C(=O)Nc3ccc4ccccc4c3)ccc21	1	-1	-4	2	5	3	0	-6	1	-1

Going on with the list:
item	molecule	NPR2 activator	GC-A act	HTRA1 inhibitor	PRMT1 inh	UHRF1 binding	rCAG binder	SIAE primary	ABHD4 inh	MBD2 inh	TCR CD3 inh
9	CSc1nccc(Oc2cncc(Cl)c2)n1	0	2	2	3	-4	3	6	1	1	10
10	CC1=CC2(O)OCCN(CCO)C2=CC1=O (centres undefined)	nt	nt	11	15	10	9	0	30*	2	10
11	Cc1nnsc1C(=O)NC(C)C12CC3CC(CC(C3)C1)C2 (centres undefined)	4	1	-6	3	2	-9	7	1	1	-1
12	Cc1ccc(C)c(OCC(=O)N/N=C/c2ccc(N3CCOCC3)cc2)c1	-5	0	-4	0	0	2	3	4	3	-2
13	Cc1ccsc1C(=O)NNC(=O)c1csc(N2CCOCC2)n1	0	-2	5	-6	-2	0	-1	-4	1	3
14	N#Cc1c(NC(=O)Cn2c(=O)oc3ccccc32)oc(-c2ccccc2)c1-c1ccccc1	1	-5	-39	1	-2	23	-21	-12	-7	9
15	COc1ccc(-c2c(C)nc3c(-c4ccccn4)cnn3c2N)cc1	-8	-9	-7	0	-1	-5	-2	3	-1	0
16	O=c1c2ccccc2oc2ncccc12	-5	1	0	-1	-2	-2	3	0	-4	-2

(listing goes on)
item	molecule	NPR2 activator	GC-A act	HTRA1 inhibitor	PRMT1 inh	UHRF1 binding	rCAG binder	SIAE primary	ABHD4 inh	MBD2 inh	TCR CD3 inh
17	O=C(COC(=O)CCc1ccc(S(=O)(=O)N2CCOCC2)cc1)Nc1cccc(Cl)c1	nt	nt	-8	-4	-2	-1	-2	-7	-4	2
18	O=Cc1cccc(Oc2ncccn2)c1	-8	-8	4	-2	-2	1	-9	0	1	-1
19	CCc1noc(C)c1C(=O)Nc1nc(-c2ccc(Cl)cc2Cl)c(C)s1	-2	3	3	4	1	-3	4	8	5	-2
20	O=C1CC(c2ccc(F)cc2)SC(N(c2ccccc2)c2ccccc2)=N1 (centres undefined)	-19	-17	-7	1	-3	-2	-6	13	0	3
21	O=C(C1CCCCC1)N1CCN(c2nc(-c3ccc(F)cc3)cs2)CC1	3	1	-3	2	1	2	1	1	-1	0
22	CCN(CC(=O)NCc1ccc(F)cc1)C(=O)Cc1c(F)cccc1Cl	0	1	8	6	4	-7	-4	1	-2	-12
23	CC(C)n1ncc2c(C(=O)N3CCN(c4ccccc4)CC3)cc(-c3ccccc3)nc21	11	9	-25	5	8	3	-1	5	-1	-13
24	Cc1n[nH]c(=S)n1/N=C/c1ccccc1	-1	8	-1	0	5	-2	4	1	0	-5

Later entries:
item	molecule	NPR2 activator	GC-A act	HTRA1 inhibitor	PRMT1 inh	UHRF1 binding	rCAG binder	SIAE primary	ABHD4 inh	MBD2 inh	TCR CD3 inh
25	CC(=O)OCC1OC(COC(C)=O)(c2ccc(C)cc2)C(OC(C)=O)C1OC(C)=O (centres undefined)	-2	0	2	4	12	-1	-3	3	4	-5
26	Clc1ccc(Cn2cccn2)cn1	-2	1	1	-6	-3	-2	6	-2	-4	-1
27	CC(=O)c1ccc(OCCCC(=O)OCC(=O)Nc2ccc3[nH]c(=O)[nH]c3c2)cc1	2	-1	2	-4	2	-4	4	2	3	-4
28	Cc1cc(C(=O)COc2ccccc2C#N)c(C)n1C1CC1	-2	-5	2	-3	1	10	-4	2	2	3
29	CC(C)c1ccc(/C=N/NC(=O)c2cccc(S(=O)(=O)N3CCOCC3)c2)cc1	-2	-1	-3	0	3	-1	-5	-2	1	3
30	COc1ccc(NC(=O)c2ccc(N(C)S(C)(=O)=O)cc2)cc1OC	-3	2	0	-1	2	-5	3	5	5	2
31	CC(=O)N1CCC(C(=O)N2c3ccccc3N=C(c3ccc(C(F)(F)F)cc3)C2C(=O)NC(C)C)CC1 (centres undefined)	3	1	nt	2	-2	-1	4	3	2	-3
32	O=[N+]([O-])c1cccc(-n2nncc2-c2ccccc2)c1	-2	-1	-2	-1	3	3	-1	-7	-4	-8

Next section:
item	molecule	NPR2 activator	GC-A act	HTRA1 inhibitor	PRMT1 inh	UHRF1 binding	rCAG binder	SIAE primary	ABHD4 inh	MBD2 inh	TCR CD3 inh
33	CC(=O)N1CCN(c2ccc(NCc3ccc(-c4ccc(Br)cc4)o3)cc2)CC1	-8	3	44*	3	5	3	8	29	1	2
34	Cc1cc2c(c(=O)n1CCc1ccccc1)C(C(C)C)C(C#N)=C(N)O2 (centres undefined)	-3	0	-5	-2	0	0	-3	4	0	-3
35	C[C@H]1CNC(=O)c2c(C(=O)N(C)Cc3ccccc3)ncn21	2	1	nt	-3	0	1	0	10	-2	2
36	COc1ccc(N2c3ccccc3CN(Cc3ccccc3)[C@@H](C)[C@H]2Cc2ccc(-c3ccccc3)cc2)cc1	2	1	nt	-8	0	5	3	1	-7	4
37	O=Cc1c(Nc2cccc(C(F)(F)F)c2)nc2ccccn2c1=O	4	2	1	0	0	4	-3	7	3	-2
38	N#C/C(=C\c1ccncc1)c1nc2c(s1)CCCC2	2	-2	0	-7	-2	-4	7	3	0	9
39	CNc1nc(N)c([N+](=O)[O-])c(Nc2cccc(F)c2)n1	-3	0	0	-1	2	1	-8	1	3	-1
40	N/C(=N\OS(=O)(=O)c1ccc2ccccc2c1)c1ccccn1	3	-2	8	-1	-1	1	-4	5	1	-11

More records follow.
item	molecule	NPR2 activator	GC-A act	HTRA1 inhibitor	PRMT1 inh	UHRF1 binding	rCAG binder	SIAE primary	ABHD4 inh	MBD2 inh	TCR CD3 inh
41	Cc1ccc(NC(=O)C2OCCc3ccccc32)cc1Cl (centres undefined)	-7	2	-17	-4	-2	-3	-3	-10	-4	-6
42	COc1ccc(-n2ccnc2SCC(=O)NCc2ccccc2)c(OC)c1	-1	2	7	0	3	-5	-1	-7	3	4
43	O=C(/C=C/c1ccccc1)NNC(=O)c1cccc(Cl)c1	2	-3	-5	5	4	1	-2	-5	5	-2
44	Cn1ncc(Cl)c1C(=O)NCc1ccc(Cl)cc1	1	1	-1	-1	-4	-4	4	1	3	0
45	CCNC(=O)N1C[C@H]2CON(C)[C@H]2C[C@H]1c1ccc(N2CCCCC2)cc1	3	0	nt	4	5	-1	1	0	5	-4
46	COc1cc(S(=O)(=O)N2CCCCC2)ccc1NC(=O)/C=C/c1ccccc1	0	-5	-71	1	0	11	-53	-7	-1	-1
47	CC(C)CC1C(=O)N(Cc2cn(Cc3ccco3)nn2)CCS(=O)(=O)N1Cc1ccc(-c2cccc(CO)c2)cc1 (centres undefined)	0	2	-29	7	1	14	-11	-4	-1	3
48	Cc1ncoc1C(=O)N1CCc2c([nH]c3ccccc23)C1C(C)(C)C (centres undefined)	8	-3	-1	-3	2	-4	9	-4	2	-5

Carrying on.
item	molecule	NPR2 activator	GC-A act	HTRA1 inhibitor	PRMT1 inh	UHRF1 binding	rCAG binder	SIAE primary	ABHD4 inh	MBD2 inh	TCR CD3 inh
49	Cc1ccc(C)c(N2CCN(CCCNC(=O)Cn3cccc3C(=O)c3ccccc3C)CC2)c1	-14	-33	-10	6	3	-9	-9	15	3	-3
50	COC(=O)N1C[C@H](O)[C@H](O)C[C@@H]1c1ccccc1Br	2	-1	nt	-1	2	3	-3	-2	-2	-3
51	COCCn1c(SCC(=O)Nc2ccc3c(c2)CCC3)nc2ccccc2c1=O	3	4	2	-4	-1	-3	1	2	0	-2
52	Cn1c(CSc2nc3ccccc3s2)nc2ccccc21	-6	1	-25	-1	-1	3	1	-12	-3	5
53	COc1ccc(S(=O)(=O)N2CCCN(C)CC2)cc1	13	8	4	-5	1	0	-4	-2	-3	-2
54	Cc1sc2nc(CN(Cc3cccs3)C(=O)C3CC3)[nH]c(=O)c2c1C	-2	-6	-10	-2	0	-5	3	-5	3	8
55	CCCNC(=O)C1CC(=O)N(c2ccc(OCC(=O)Nc3cccc(C)c3C)cc2)C1 (centres undefined)	-2	-4	0	5	9	-4	-5	-10	7	-4
56	CC(C)(C)c1ccc(C(=O)N/N=C/c2cccc(Cl)c2)cc1	2	-3	-3	0	3	7	-19	-3	-1	0

Continued:
item	molecule	NPR2 activator	GC-A act	HTRA1 inhibitor	PRMT1 inh	UHRF1 binding	rCAG binder	SIAE primary	ABHD4 inh	MBD2 inh	TCR CD3 inh
57	CC(=O)Nc1sc2c(c1C(c1cccc(Cl)c1)N1CCN(CCO)CC1)CCCC2 (centres undefined)	-21	-36	6	2	-1	1	5	5	9	-3
58	O=C(O)C1CCC1C(=O)Nc1nc(-c2ccc(Cl)s2)cs1 (centres undefined)	-1	13	9	-3	-1	4	-2	9	4	5
59	Cc1cnc(C(=O)Nc2ccc(F)c(F)c2)cn1	0	5	2	5	5	2	1	-14	4	-4
60	O=S1(=O)N[C@@H](Cc2ccccc2)COc2cc(N3CCSCC3)ccc21	2	2	nt	-6	-2	1	5	0	0	3
